UTI89 phage lysis = inhibition of K1F phage lysis, E. coli UTI89, bacterial capsule biogenesis inhibitors, alamar blue (AID 488966); E. coli UTI89 K1F phage lysis, alamar blue, 2 h; higher % means a stronger effect; inhibition, % at 100 µM; hits with a dose series show IC50 in µM; actives 0.02% (n = 340,000);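 active means phage lysis inhibition, versus mean bacterial control, above a set limit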;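 further: capsule biogenesis inhibitors block K1F phage lysis so surviving cells raise fluorescence; higher fluorescence means more inhibition of phage lysis; actives were called in the ten point dose series up to 300 µM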
M1AAP inhibition = P. falciparum M1AAP inhibitors, biochemical, fluorogenic H-Leu-NHMec substrate, 1536-well (AID 1445) | recombinant M1AAP, H-Leu-NHMec fluorogenic kinetic assay; higher % means a stronger effect | inhibition, % at 30 µM; hits with a dose series show IC50 in µM | actives 0.42% (n = 220,000);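 active means primary inhibition above the hit cutoff, then over 50% inhibition at one or more dose response concentrations, cut at about 23% in these data, passing the limit was not always enough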;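 further: plate controls were DMSO full reaction for no effect and no enzyme background for full effect; strong numbers were not always called active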
P. falciparum M17LAP = P. falciparum M17LAP inhibitors, primary screen, biochemical, fluorogenic H-Leu-NHMec substrate, 1536-well (AID 1619); recombinant M17LAP, H-Leu-NHMec fluorogenic kinetic assay; higher % means a stronger effect; actives 0.38% (n = 220,000); inhibition, % at 30 µM, or IC50 in µM where a hit was titrated;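 active means compound inhibiting the enzyme by more than half at any dose during confirmatory dose-response retesting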;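 further: plate controls were full reaction with DMSO carrier for no effect and no enzyme background for full effect; strong numbers were not always called active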
bCat nuc transl = modulators of beta-catenin nuclear translocation | actives 0.3% (n = 190,000) | HeLa beta-catenin nuclear translocation, immunofluorescence imaging | nuclear translocation activity, % at 5 µM;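 active means nuclear translocation activity above 50% at 5 µM, with a well cell count of 50 or more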;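 further: per-cell ratio of nuclear to cytoplasmic median beta-catenin stain intensity; plate controls were DMSO negative control for no effect and GSK-3 inhibitor IX positive control for full effect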
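Technique: fluorescence imaging of beta-catenin antibody stain plus DAPI / Material: human HeLa cell line / Incubation: compound treatment 24 h, 37°C, 5% CO2 / Read-out basis: % activation of per-cell nuclear versus cytoplasmic median beta-catenin signal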
Ins promoter up = MIN6 insulin promoter up-regulation; MIN6 insulin promoter-GFP reporter, high-content imaging; hits give high values; z-score at 5 µM; actives 0.3% (n = 190,000);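 active means z-score above 3 at 5 µM with at least 500 cells counted in the well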
Dynein transport = blocks dynein driven cargo transport along microtubules; z-score, hits read low; 3617.4 mouse cells, GR-EGFP nuclear translocation imaging; test concentration mostly 20 µM; stimulated with dexamethasone, 1 µM; hits give low values; actives 0.47% (n = 220,000);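 active means plate z-score of nuclear minus cytoplasmic receptor signal below a set negative limit, without overly bright fluorescence or cell loss, cut at about -3.5 in these data, passing the limit was not always enough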;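 further: z-score of nuclear minus cytoplasmic ring GR-EGFP intensity difference per well; some compounds called inactive have numbers as strong as hits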
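medium = tetracycline-free induction medium containing charcoal-stripped FBS | also added = 1.0 µM final dexamethasone stimulus | schedule = 48 h induction, 1 h compound, 30 min dex at 37 °C | technique = fixed, Hoechst-stained cells imaged at 10x for EGFP | measure = GR-EGFP nuclear translocation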
MT stabilizer = microtubule stabilization, imaging screen | % tubulin-high responders, % at 10 µM | actives 0.83% (n = 200,000) | HeLa tubulin immunostaining HCS, 24 h; share of cells brighter than vehicle mean+2SD;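 active means plate Z-score above 3 for both tubulin-high and condensed-nucleus cell shares, with cell loss under 80%, at 10 µM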;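 further: anti alpha tubulin signal scored within the nucleus-defined area of each cell; some results filed as inactive read as strong as hits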
Autophagy mod = modulators of autophagy; MEF GFP-LC3 puncta imaging; test concentration mostly 10 µM; calls only at 10 µM (by protocol); actives 0.98% (n = 190,000); AID 463193;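 active means percentage of spot-positive cells more than 3 SD above its plate mean, without a fluorescence outlier flag or 80% toxicity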;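 further: spot-positive cell cutoff set from DMSO-treated cells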
ER stress rescue = rescue of cells from ER stress-induced death, primary screen, 384-well, CSM14.1, thapsigargin, ATP luminescence (AID 1222); CSM14.1 thapsigargin-induced death rescue, ATP luminescence; higher % means a stronger effect; 190,000 tested, under 10 active; one-dose cellular ATP content (survival), % at 20 µM; EC50 in µM for titrated hits;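 active means EC50 below 50 µM in the dose-response confirmation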;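 further: death triggered by thapsigargin at about 15 µM added after 2 h compound pretreatment; cell ATP read after overnight thapsigargin exposure of roughly 18 to 22 hours; normalized against plate controls of thapsigargin alone and 5% DMSO vehicle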
Dynein transport cytoplasmic EGFP = recorded beside Dynein transport, whose call it bears; z-score; measured here: cytoplasmic GR-EGFP intensity; hits give high values
Dynein transport nuclear GR-EGFP = also measured in Dynein transport; calls as there; z-score; measured here: nuclear GR-EGFP intensity;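 lower value marks the stronger effect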
Dynein transport cell count = recorded beside Dynein transport, whose call it bears; z-score; measured here: cell count per field
Ins promoter up cell count = second read-out of Ins promoter up, no call of its own (marks repeat the call); cell count; measured here: cytotoxicity, nuclei count;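 total cells summed across four imaged fields per well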
bCat nuc transl cell count 5 µM = second read-out of bCat nuc transl, no call of its own (marks repeat the call); cell count; measured here: cell count, cytotoxicity flag
MT stabilizer Hoechst-high % = second read-out of MT stabilizer, no call of its own (marks repeat the call); % Hoechst-high responders; measured here: nuclear condensation Hoechst responders;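 share of cells brighter than vehicle mean plus two SD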
MT stabilizer cytotoxicity % = also measured in MT stabilizer; calls as there; toxicity, %; measured here: cytotoxicity by cell density;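 0% = mean cell density of plate MIN control wells and 100% = no cells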
Autophagy mod cell loss 18 h = recorded beside Autophagy mod, whose call it bears; toxicity, %; measured here: cell loss, nuclei count;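 cell loss after 18 h compound exposure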
Numbers without * were called inactive; i = inactive; / = not tested or not shown; [ ] = dose if it differs, or a comment.

smiles	Dynein transport	Autophagy mod cell loss 18 h	Dynein transport nuclear GR-EGFP	bCat nuc transl	bCat nuc transl cell count 5 µM	P. falciparum M17LAP	Ins promoter up cell count	Ins promoter up	Dynein transport cytoplasmic EGFP	MT stabilizer cytotoxicity %	ER stress rescue	Autophagy mod	UTI89 phage lysis	MT stabilizer Hoechst-high %	Dynein transport cell count	M1AAP inhibition	MT stabilizer
CCOc1cccc(/C(O)=C2/C(=O)C(=O)N(CCOC)C2c2ccco2)c1 (stereo unspecified)	-0.164	3.3	0.169	/	/	19.3%	914	-0.46	-0.217	75.1	-2.4%	i	-0.3%	0.8	-0.166	18.7%	3.0
O=C1C2C3C=CC(C4CC34)C2C(=O)N1/N=C/c1ccc([N+](=O)[O-])o1 (stereo unspecified)	-0.988	4.3	-0.331	/	/	-0.9%	1172	-0.07	0.0233	6.3	1.5%	i	-2.5%	1.6	-0.339	10.7%	2.4
Cc1ccc2c(c1)nnn2C1CCN(CC(=O)Nc2ccc3c(c2)OCCO3)CC1	-0.455	5.1	-0.24	-1.9	816	20.8%	957	-1.35	0.86	5.3	3.6%	i	-1.7%	1.3	0.86	1.0%	3.3
CCOC(=O)N1CCC(N2CCN(S(=O)(=O)c3ccc(C)cc3)CC2)CC1	-0.201	-2.8	0.00132	3.7	979	10.2%	900	-0.39	0.032	6.5	0.6%	i	-0.5%	1.9	-0.249	2.9%	1.9
Cc1ccc(N=CC2=C(O)CC(c3ccccc3Cl)CC2=O)cc1 (stereo unspecified)	-0.374	/	-0.411	-1.5	1310	0.5%	1037	0.37	-0.241	/	/	/	/	/	0.299	-0.8%	/
O=C(NC1CCCc2ccccc21)C1CCN(C(=O)c2sccc2-n2cccc2)CC1 (stereo unspecified)	-0.171	-10.0	0.14	-2.8	1032	-2.0%	1923	-0.24	-0.225	8.1	-1.7%	i	-0.1%	2.0	0.395	12.0%	4.6
CC1CCC2(CC1)OCC1(CCC3(COC4(CCC(C)CC4)OC3)C1=O)CO2 (stereo unspecified)	0.00927	0.8	-0.562	0.2	1576	28.5%	1427	-0.05	-0.2	6.3	1.4%	i	-1.8%	1.8	-0.304	1.7%	4.1
COc1cccc(CNC(=O)C2CCC(CNS(=O)(=O)c3cccc4nsnc34)CC2)c1 (stereo unspecified)	0.881	6.1	0.483	0.8	1175	8.9%	875	0.36	-0.296	6.7	0.2%	i	-0.3%	3.8	0.202	-3.2%	5.3
CC(=O)Nc1ccc(S(=O)(=O)N2CCc3ccccc3C2)cc1	-0.771	10.2	-1.07	-1.1	1347	-4.9%	1580	-1.41	-0.186	6.7	-0.4%	i	0.3%	1.9	-0.106	-2.7%	3.4
CCOC(=O)N1CCC(NC(=O)c2cc(C(=O)Nc3ccc(S(=O)(=O)N4CCOCC4)cc3)ccc2CO)CC1	2.96	-18.9	2.29	-1.5	1135	5.1%	1322	-0.37	-0.0157	6.8	-12.1%	i	-0.5%	1.7	-2.3	0.7%	4.9
Cc1ccc([N+](=O)[O-])cc1NC(=S)NC(=O)c1cccs1	-0.326	-2.3	0.0288	1.9	1110	5.0%	1581	0.6	-0.241	1.4	-1.5%	i	2.1%	1.6	0.188	-1.7%	8.9
COC(=O)CN(c1ccc(OC)cc1OC)S(=O)(=O)c1ccccc1[N+](=O)[O-]	0.0316	-6.1	-0.261	0.1	1521	21.9%	1572	0.46	-0.303	6.4	0.1%	i	4.8%	2.1	1.23	3.9%	2.2
CC1NC(=O)NC1CCCCCC(=O)Nc1ccc(F)cc1 (stereo unspecified)	-0.674	9.5	-0.449	1.4	1054	-2.6%	1249	-1.22	-0.00378	8.1	-0.9%	i	0.2%	1.6	0.804	-2.7%	1.1
O=C1C(C=NCc2ccncc2)=C(O)c2ccccc21	-0.0432	3.0	-0.0457	-4.5	1210	17.5%	905	0.15	-0.268	5.5	-1.4%	i	-0.6%	1.4	-0.232	3.5%	0.8
OCCN(Cc1ccccc1)Cc1cccc(C(F)(F)F)c1	-0.0797	-3.7	0.143	0.0	1065	-5.0%	1998	0.21	-0.289	5.5	-1.8%	i	6.1%	1.6	0.892	-3.0%	3.2
CCOCCCNC(=O)C(c1ccc(OC)cc1)N(Cc1cccs1)C(=O)c1ccccc1O (stereo unspecified)	0.224	-33.4	0.343	-0.6	1094	0.1%	1285	-0.28	-0.317	13.0	-0.5%	i	0.1%	2.4	-0.0872	3.0%	1.2
CCOC(=O)N1CCN(c2c(NCc3ccccc3OC)c(=O)c2=O)CC1	0.722	-3.7	0.7	/	/	6.2%	885	0.14	0.0125	4.8	1.6%	i	2.3%	3.1	-0.984	1.7%	4.9
O=C(Cn1c(-c2ccccn2)nc2ccccc21)N/N=C/c1ccccn1	0.303	7.4	0.256	0.8	1088	26.1%	1211	-0.05	-0.168	1.4	-0.8%	i	-0.1%	2.5	0.302	3.2%	3.4
Fc1ccccc1Cc1noc(CN2CCN(Cc3ccc4c(c3)OCO4)CC2)n1	-0.084	24.2	0.12	-2.1	1015	-1.1%	1413	-0.22	-0.239	2.1	2.0%	i	-0.2%	1.5	-0.14	3.2%	1.0
COc1ccc(-n2c(SCC(=O)NCc3ccco3)nnc2-c2c[nH]c3ccccc23)cc1	0.245	5.0	0.143	-0.8	1161	5.1%	1828	-0.44	-0.212	7.0	-1.2%	i	0.2%	3.2	0.474	3.4%	2.9
Cc1ccc(C(=O)NNc2nc3ccccc3nc2C(F)(F)F)cc1	-0.633	-20.8	-0.357	/	/	14.0%	/	/	0.0669	5.6	-2.3%	i	-0.2%	2.0	-1.1	2.0%	3.5
C[C@@H](C(=O)NCc1ccccc1)[C@@H]1C[C@@]1(C)[C@@H](NC(=O)OCc1ccccc1)c1ccccc1	0.144	-12.1	0.487	0.0	441	12.5%	777	0.62	-0.27	10.8	0.4%	i	0.0%	3.3	0.312	8.9%	3.2
O=S(=O)(NCc1cccnc1)c1ccc(Cl)nc1	0.864	-4.1	0.711	-1.9	1393	-1.4%	1606	-0.12	-0.131	6.3	-1.0%	i	-0.2%	2.3	-1.26	-4.1%	3.0
O=C(CCCO)N/N=C/c1ccccc1[N+](=O)[O-]	-0.412	1.5	-0.433	1.7	538	8.1%	1257	0.32	-0.315	3.7	-0.9%	i	-0.3%	2.7	0.946	-6.7%	2.6
CC1=C(C(=O)OC(C)C)C(c2cn(-c3ccccc3)nc2-c2cccs2)NC(=O)N1 (stereo unspecified)	0.877	-14.7	1.12	0.5	555	2.0%	1276	-0.47	-0.185	11.1	-3.3%	i	0.4%	2.7	-0.901	4.0%	4.0
CCN(CC)S(=O)(=O)c1cc(NC(=O)c2n[nH]c(=O)c3ccccc23)ccc1C	0.623	2.7	0.592	-3.5	1123	1.1%	1255	-0.18	-0.254	9.5	-0.2%	i	0.1%	1.9	-0.0786	4.0%	3.9
CCOC(=O)c1ccc2nc(C)c3c(c2c1)OC(C)C3 (stereo unspecified)	0.355	-4.4	0.827	0.8	998	-17.8%	961	-0.45	-0.233	22.0	/	i	0.5%	1.8	-1.02	1.3%	2.5
c1ccc(OCc2nc(-c3cccs3)no2)cc1	0.98	0.2	0.859	/	/	-1.8%	905	1.2	-0.206	10.2	1.9%	i	-1.5%	1.0	-1.02	-2.5%	1.3
O=c1[nH]nc(-c2cccs2)c2ccccc12	-0.777	-0.4	-0.51	-5.6	1097	-3.4%	1246	-0.14	-0.352	5.2	5.4%	i	1.7%	1.6	0.654	2.1%	3.6
O=c1c2c(-c3cccs3)csc2ncn1-c1ccc(Br)cc1	0.424	-1.7	0.338	-2.2	1425	11.6%	1502	0.13	-0.19	4.7	-0.3%	i	0.1%	1.5	-0.734	0.6%	4.6
O=C(c1ccc(S(=O)(=O)Cc2ccccc2F)c([N+](=O)[O-])c1)N1CCCC1	0.204	20.1	-0.202	0.0	1103	3.8%	1159	-0.37	-0.12	12.2	-0.4%	i	0.2%	3.2	0.535	3.4%	2.9
CCOc1ccc(S(=O)(=O)Nc2ccc3c(c2)c2c(n3S(=O)(=O)c3ccc(OCC)cc3)CCCC2=O)cc1	-0.22	-7.4	0.0398	0.2	514	-1.6%	1175	-1.26	-0.201	10.5	-0.2%	i	/	2.0	0.377	9.1%	2.2
CC1CCN(C(=O)COc2ncnc3ccccc23)CC1	-0.477	29.4	-0.247	-2.2	1054	7.4%	1361	-0.31	-0.351	8.6	-0.4%	i	0.7%	1.6	1.42	8.3%	10.1
COc1cccc(C(=O)NN/C(C)=C/C(=O)C(F)(F)C(F)(F)C(F)(F)F)c1	0.067	-5.1	0.174	2.2	1113	-0.9%	1302	-0.09	-0.246	3.6	-1.9%	i	-1.8%[50 µM]	1.1	-0.0281	-0.2%	4.8
O=C(/C=C/c1ccccc1)c1ccoc1	-1.95	-5.2	-1.12	-1.8	1127	-9.3%	1806	-0.63	-0.0742	5.8	-1.7%	i	0.5%	2.2	0.747	2.2%	1.3
CCCCNC(=S)NNC(=O)c1ccoc1C	-0.0985	0.9	-0.726	/	/	-0.2%	/	/	-0.234	11.0	1.7%	i	1.6%	2.0	1.45	-1.8%	3.5
